M5 ag = human M5 muscarinic receptor agonists, primary screen, CHO-K1 cells, Fluo-8 calcium fluorescence | Muscarinic acetylcholine receptor M5 (Homo sapiens), P08912 | CHO-K1 hM5 cells; 0% DMSO wells, 100% maximal acetylcholine response | activation, % at 3 µM | hit rate 0.19% among 360,000;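 active means activation above the run's mean over test compounds plus 3 SD, cut at about 23% in these data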;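 further: signal is peak over basal fluorescence ratio across the kinetic read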
M5 PAM = human M5 muscarinic receptor positive allosteric modulators, primary screen, CHO-K1 cells, Fluo-8 calcium fluorescence; hit rate 0.3% among 360,000; activation, % at 3 µM; CHO-K1 hM5, ACh EC20 PAM; 0% = ACh EC20, 100% = ACh EC100; AID 624038, 2012; Muscarinic acetylcholine receptor M5 (Homo sapiens), P08912;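 active means activation above the run cutoff, the mean activation of all test compounds plus 3 SD, cut at about 18% in these data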
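Assay system: CHO-K1 hM5 cells. Also added: acetylcholine at EC20 concentration, added after compound. Dosing: 3 µM, single dose. Times: compound preincubation 140 s before EC20 acetylcholine addition. Signal: Fluo-8 calcium fluorescence. Measure: % activation relative to EC20 and EC100 ACh responses. Repeats: singlicate, one well per test compound.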
CHRM1 agonist = human M1 muscarinic receptor agonists, primary screen, Fluo-8 calcium fluorescence, CHO-K1 cells, HTS; Muscarinic acetylcholine receptor M1 (Homo sapiens), P11229; CHO-K1 hM1, agonist mode; 0% DMSO, 100% acetylcholine EC100; activation, % at 3 µM; hit rate 0.33% among 360,000;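 active means activation above the run's mean compound activation plus 3 SD, cut at about 16% in these data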;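 further: peak over basal fluorescence ratio within a 140 s kinetic read after compound addition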
Target sequence (P11229 whole entry, looked up): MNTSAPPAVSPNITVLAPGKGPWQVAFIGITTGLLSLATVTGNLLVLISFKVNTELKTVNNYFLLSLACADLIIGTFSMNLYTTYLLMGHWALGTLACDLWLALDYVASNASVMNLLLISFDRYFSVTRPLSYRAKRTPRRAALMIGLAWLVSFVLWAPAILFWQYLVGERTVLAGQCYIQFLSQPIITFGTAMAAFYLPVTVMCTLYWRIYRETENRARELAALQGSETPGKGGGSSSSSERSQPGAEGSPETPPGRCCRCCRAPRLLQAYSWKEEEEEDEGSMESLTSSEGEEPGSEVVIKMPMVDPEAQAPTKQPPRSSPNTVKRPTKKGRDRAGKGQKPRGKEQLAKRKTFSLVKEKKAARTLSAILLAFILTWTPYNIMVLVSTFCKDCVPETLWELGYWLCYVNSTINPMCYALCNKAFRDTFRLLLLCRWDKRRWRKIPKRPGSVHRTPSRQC
CHRM5 antagonist = human M5 muscarinic receptor antagonists, primary screen, CHO cells, Fluo-8 calcium fluorescence; Muscarinic acetylcholine receptor M5 (Homo sapiens), P08912; CHO-hM5 cells, ACh EC80; inhibition, % at 3 µM; hit rate 0.59% among 360,000; AID 624040, 2012;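 active means inhibition above a per-plate cutoff, the mean of that plate's test compounds plus 3 SD, cut at about 27% in these data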;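 further: 0% = acetylcholine EC80 with DMSO and 100% = DMSO without agonist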
M4 antag = human M4 muscarinic receptor antagonists, primary screen, CHO cells, Fluo-8 calcium fluorescence. inhibition, % at 3 µM. Muscarinic acetylcholine receptor M4 (Homo sapiens), P08173. hit rate 0.73% among 360,000. CHO-hM4 cells, ACh EC80;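 active means inhibition above its plate's cutoff, the mean inhibition of sample wells plus 3 SD, cut at about 27% in these data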;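 further: 0% = acetylcholine EC80 with DMSO and 100% = DMSO without agonist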
Target sequence (P08173 whole entry, looked up): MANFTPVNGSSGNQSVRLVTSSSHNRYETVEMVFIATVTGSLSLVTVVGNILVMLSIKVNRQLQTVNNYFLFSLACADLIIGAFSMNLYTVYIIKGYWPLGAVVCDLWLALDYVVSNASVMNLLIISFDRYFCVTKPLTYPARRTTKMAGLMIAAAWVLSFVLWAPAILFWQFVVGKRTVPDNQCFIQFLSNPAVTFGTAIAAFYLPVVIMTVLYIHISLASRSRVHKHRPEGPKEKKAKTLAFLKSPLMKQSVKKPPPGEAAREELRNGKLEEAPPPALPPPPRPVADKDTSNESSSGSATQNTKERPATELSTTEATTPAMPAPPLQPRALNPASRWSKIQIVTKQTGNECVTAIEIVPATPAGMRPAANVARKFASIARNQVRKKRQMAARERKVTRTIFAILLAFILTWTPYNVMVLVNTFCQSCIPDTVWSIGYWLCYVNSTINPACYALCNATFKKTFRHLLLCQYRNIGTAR
M1 antag = human M1 muscarinic receptor antagonists, primary screen, CHO-K1 cells, Fluo-8 calcium fluorescence, 1536-well; inhibition, % at 3 µM; Muscarinic acetylcholine receptor M1 (Homo sapiens), P11229; hit rate 1.3% among 360,000; CHO-K1 hM1, ACh EC80 antagonist;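 active means percent inhibition above its own plate's cutoff, namely the mean of that plate's compound wells plus 3 SD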;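 further: peak over basal fluorescence ratio during 140 s after agonist addition; 0% = ACh EC80 plus DMSO and 100% = DMSO alone without agonist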
TAAR1 ag = human TAAR1 agonists, primary screen, Fluo-8 calcium fluorescence, CHO RD-HGA16 cells | activation, % at 3 µM | AID 624467, 2012 | hit rate 0.99% among 360,000 | Trace amine-associated receptor 1 (Homo sapiens), Q96RJ0 | vehicle wells 0%, saturating PEA agonist 100%;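 active means activation above the mean activation of all test compounds in the run plus 3 SD, cut at about 38% in these data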
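Signal – calcium-sensitive Fluo-8 signal, excitation 470-495, emission 515-575 nm · System – RD-HGA16 (CHO) cells co-expressing Gα16 and hTAAR1 · Incubation – 17-24 h seeding, 75 min 37 °C dye, 30 min RT · Compound dosing – 3 µM single concentration · Repeats – no replicates (n 1)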
M1 PAM = human M1 muscarinic receptor positive allosteric modulators, primary screen, CHO-K1 cells, Fluo-8 calcium fluorescence, 1536-well | hit rate 0.088% among 360,000 | CHO-K1 hM1, ACh EC20; 0% = ACh EC20, 100% = maximal ACh | Muscarinic acetylcholine receptor M1 (Homo sapiens), P11229 | activation, % at 3 µM; in the data active means activation above about 19%, passing the limit was not always enough
M4 ag = human M4 muscarinic receptor agonists, primary screen, CHO-K1 cells, Fluo-8 calcium fluorescence. activation, % at 3 µM. Muscarinic acetylcholine receptor M4 (Homo sapiens), P08173. CHO-K1 hM4/Gqi5; vehicle 0%, full acetylcholine response 100%. hit rate 0.14% among 360,000;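 active means activation above the run mean over all test wells plus 3 SD, cut at about 32% in these data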;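 further: peak over basal fluorescence ratio per well then scaled between controls; 0% = DMSO wells and 100% = acetylcholine at EC100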
The depositor's hits bear a star; . = not tested or not shown. A portion of the library; rates above refer to the full screens.

SMILES	M5 ag	M5 PAM	CHRM1 agonist	CHRM5 antagonist	M4 antag	M1 antag	TAAR1 ag	M1 PAM	M4 ag
CC(C(=O)NCC1CCCO1)N1C(=O)C2C3CC(C(Br)C3Br)C2C1=O (stereo unspecified)	4	11	-4	-12	4	-4	4	3	0
Cc1ccc(N2CN=c3s/c(=C\c4ccccn4)c(=O)n3C2)cc1	0	4	-4	1	-2	-15	3	7	-1
COC(CNC(=O)c1ccc2c(c1)ncn2-c1cc(C)cc(C)c1)OC	-3	-6	-3	11	-1	-9	-1	6	1
O=C(NCc1cccnc1)c1ccc(COc2ccccc2Cl)cc1	3	-8	-7	7	1	11	2	-21	11
Cc1cccc(OCC(=O)NNC(=O)c2ccc3nc[nH]c3c2)c1	1	-7	-4	13	9	6	15	2	1
CCOC(=O)N1CCN(C(=O)C2CCC(=O)N(CCc3ccccc3)C2)CC1 (stereo unspecified)	-5	-5	-3	12	-5	4	2	2	1
COCCn1c(C)cc2c(c1=O)C(c1ccccc1F)C(C#N)=C(N)O2 (stereo unspecified)	3	1	-5	0	-1	2	3	6	1
S=c1[nH]nc(Cc2ccccc2)n1-c1ccccc1	-3	-3	-7	15	0	-6	13	-3	1
COc1ccc(CN2CC(C(=O)NCCc3ccc(C)cc3)CC2=O)cc1 (stereo unspecified)	-1	2	-4	3	11	13	12	-7	1
O=C(c1ccc(S(=O)(=O)N2CCOCC2)cc1)N1CCN(c2cccc(Cl)c2)CC1	3	-6	-4	7	-4	1	10	-5	5
O=C(NC(=S)N1CCN(c2ccccc2)CC1)c1ccc(S(=O)(=O)N2CCOCC2)cc1	-5	0	-4	12	5	-15	-2	7	-1
CN1CCN(C(=O)c2ccc(CSc3ccc(Cl)cc3)cc2)CC1	-2	-5	-6	7	1	1	7	3	11
CCCN(/C=N/c1sc2c(c1C#N)CCCCC2)CCC	-6	-1	-4	-9	1	1	2	1	-2
CCOc1ccc(C(=O)Nc2ccccc2N2CCCC2)cc1	-6	10	-1	-4	1	-18	2	9	-1
Cc1cc2nc(C)n(CCCNC(=O)Nc3cccc4ccccc34)c2cc1C	-1	-18	-3	22	9	28	12	-13	9
CCCC[C@@H]1Cc2[nH][nH]c(=O)c2[C@H](c2ccc3ccccc3c2)O1	4	2	.	6	-2	.	1	.	1
O=C(COc1ncnc2cc([N+](=O)[O-])ccc12)NC1CCCCC1	0	4	-2	5	0	-9	9	8	0
COc1cccc(NC(=O)COc2cc(O)c3c(c2)OC(C)(C)CC3=O)c1	4	-13	-1	10	1	8	9	-14	18
O=S(=O)(NCCc1ccccc1)c1cnc(Cl)c(Br)c1	-4	5	-3	-6	0	-2	-1	1	1
CCC(=O)NC(c1cc(Cl)c2ccccc2c1O)C(C)C (stereo unspecified)	-4	9	-8	6	8	18	7	-10	1
Cc1occc1C(=O)NNC(=O)C1CCCC1	4	7	-3	4	-7	13	0	0	0
Cc1ccc(N2C(=O)/C(=C/c3ccco3)SC2=S)cc1	1	1	-5	-11	-11	0	3	1	1
CCN1CCCC1CNC(=O)Cn1cc2c(n1)CCC(C)C2 (stereo unspecified)	-1	1	-11	4	7	5	-1	-2	1
CC(=O)N1CCc2cc(S(=O)(=O)NCCC(=O)NC3CCCc4ccccc43)ccc21 (stereo unspecified)	-6	-9	-3	4	-2	-7	3	4	3

Results in M5 PAM and CHRM1 agonist, for some of the entries so far:
| Molecule | M5 PAM | CHRM1 agonist |
| --- | --- | --- |
| CCOc1ccc(C(=O)Nc2ccccc2N2CCCC2)cc1 | 10 | -1 |
| CC(=O)N1CCc2cc(S(=O)(=O)NCCC(=O)NC3CCCc4ccccc43)ccc21 (stereo unspecified) | -9 | -3 |
| O=C(COc1ncnc2cc([N+](=O)[O-])ccc12)NC1CCCCC1 | 4 | -2 |

Further compounds follow:
SMILES	M5 ag	M5 PAM	CHRM1 agonist	CHRM5 antagonist	M4 antag	M1 antag	TAAR1 ag	M1 PAM	M4 ag
COc1ccccc1NC(=S)N(Cc1ccc(Cl)cc1)CC1CCC(C(=O)O)CC1 (stereo unspecified)	-4	-5	-10	1	7	7	5	1	1
C#CCn1c(=NC(=O)c2sc3ccccc3c2Cl)sc2cc(S(N)(=O)=O)ccc21	-1	-5	-4	-3	-6	1	4	5	2
Cc1ccccc1C(=O)NNC(=S)NC(=O)c1ccccc1	23	-17	63*	7	1	13	123*	-18	41*
O=C(NCCCN1CCCC1=O)c1cccnc1	4	6	-4	-12	7	-6	4	2	1
CCOC(=O)C1(CCCc2ccccc2)CCN(CCCn2cccn2)CC1	-9	-11	-10	7	-1	-2	3	-8	3
CCOc1cc(N2CCOCC2)c(OCC)cc1NC(=O)C1CCCC1	-1	-3	-4	1	6	-4	11	5	0
O=[N+]([O-])c1cccc(C=NNC(=S)NC23CC4CC(CC(C4)C2)C3)c1	3	6	-4	-1	-19	-6	0	-4	0
Cc1ccc(Nc2nc3ccccc3s2)cc1	-3	-1	-10	-9	-3	-2	3	-2	-2
COc1ccc(C2CC(c3ccccc3OC(C)=O)=NN2C(C)=O)cc1 (stereo unspecified)	7	-20	4	23	7	7	0	0	13
O=C(CN1CCCc2ccccc21)N/N=C/c1ccc(O)cc1O	0	-3	-6	2	1	-10	3	6	2
COc1ccc(OC)c(C(=O)COC(=O)c2cccnc2SC)c1	1	1	-4	-1	-9	-4	-1	3	1
CC(NS(=O)(=O)c1ccc2c(c1)C(C)(C)C(=O)N2C)c1ccccc1 (stereo unspecified)	3	-9	-1	9	-5	-8	2	-3	4

Entries listed above shown as hits in M4 ag:
compound | M5 ag | M5 PAM | CHRM1 agonist | CHRM5 antagonist | M4 antag | M1 antag | M1 PAM | M4 ag
Cc1ccccc1C(=O)NNC(=S)NC(=O)c1ccccc1 | 23 | -17 | 63* | 7 | 1 | 13 | -18 | 41*

Later entries:
SMILES	M5 ag	M5 PAM	CHRM1 agonist	CHRM5 antagonist	M4 antag	M1 antag	TAAR1 ag	M1 PAM	M4 ag
O=C(/C=C/[C@H]1O[C@@H](n2ccc(=O)[nH]c2=O)[C@H](O)[C@@H]1O)N1CCN(Cc2ccc(F)cc2)CC1	2	1	-1	-8	-7	-29	1	1	2
COc1ccccc1NC(=O)N(CCN1CCOCC1)Cc1cc2cc(C)cc(C)c2[nH]c1=O	-2	1	-6	11	-10	-5	0	6	2
CCOC(=O)c1sc(/N=C/N(C)C)nc1C	-1	3	-8	-4	-3	0	2	4	0
Cc1ccc(-n2c(-c3cnccn3)n[nH]c2=S)c(Br)c1	0	4	-2	2	-2	16	-3	4	3
Cc1cccc(C)c1OCC(=O)Nc1ccccc1C(F)(F)F	-4	-3	-6	12	2	5	11	-4	-1
Cc1ccc(NC(=O)c2sc3nc(N4CCOCC4)c4c(c3c2N)CCCC4)cc1	1	1	-4	4	-13	-17	-1	8	0
COC(=O)c1ccc(CN2CCN(CC=C(C)C)C(CCO)C2)cc1 (stereo unspecified)	-11	-7	-15	-8	-6	5	15	-15	0
CC1(C(=O)NS(=O)(=O)C2CC2)CCCN(C(=O)c2ccccc2)C1 (stereo unspecified)	0	0	-1	6	-6	-1	0	7	0
Cc1cccn2c(CNC3CCCc4ccccc43)c(C(=O)N3CCCCC3)nc12 (stereo unspecified)	5	-4	-3	6	1	7	9	3	9
COc1ccc(NC(=O)Cn2c3ccccc3c3nc4n(c(=O)c32)CCS4)cc1OC	-3	3	-3	11	3	-9	0	10	1
C/C(=N/NC(=O)C1CCCCC1)c1ccc([N+](=O)[O-])cc1	-1	-4	-5	3	-10	-3	0	-1	2
Cc1cccc(S(=O)(=O)c2c(N)n(/N=C/c3ccccc3)c3nc4ccccc4nc23)c1	1	-2	-1	-4	-12	-2	4	8	1
COc1ccc(CCC(=O)NC(C)C)cc1	1	-5	-3	5	4	0	3	5	0
CCN(C(=O)c1ccc(N2CC3CC(C2)c2cccc(=O)n2C3)c(NC(=O)c2ccncc2)c1)c1cccc(C)c1 (stereo unspecified)	0	14	-1	-18	-10	-9	0	18	0
COc1ccc(Cl)c2sc(N(CCN(C)C)C(=O)CCS(=O)(=O)c3ccc(C)cc3)nc12	-5	13	-7	-8	0	-5	14	7	2
Nc1nc(NCc2ccco2)nc(N2CCN(Cc3ccccc3)CC2)c1[N+](=O)[O-]	-3	-3	-1	-3	6	7	2	-5	6
CN(C(=O)c1cc(-c2cccs2)nn1-c1ccccc1)C1CCS(=O)(=O)C1 (stereo unspecified)	1	1	-4	0	-4	0	0	2	1
O=C(NCc1ccccc1CN1CCCC1)c1ccc(OCc2cscn2)cc1	-9	0	-8	16	-1	2	3	-4	3

A stretch of the results above:
SMILES	M5 ag	M5 PAM	CHRM1 agonist	CHRM5 antagonist	M4 antag	M1 antag	TAAR1 ag	M1 PAM	M4 ag
COc1ccc(CCC(=O)NC(C)C)cc1	1	-5	-3	5	4	0	3	5	0
CCN(C(=O)c1ccc(N2CC3CC(C2)c2cccc(=O)n2C3)c(NC(=O)c2ccncc2)c1)c1cccc(C)c1 (stereo unspecified)	0	14	-1	-18	-10	-9	0	18	0

High-throughput results (PubChem BioAssay)
